From PubChem
NCI-60 one-dose screen, 48 h, at 10 µM unless noted. Numbers give growth in % (100 = growth as untreated, 0 = no growth, -100 = all killed).
MCF7: MCF7 breast cancer; AID 1794796; actives 6.3% (n = 82,000)
LOX IMVI: LOX IMVI melanoma. AID 1794757. actives 7.4% (n = 79,000)
HS 578T: HS 578T breast cancer | actives 4.1% (n = 78,000)
BT-549: BT-549 breast cancer; actives 4.4% (n = 78,000)
SK-MEL-28: SK-MEL-28 melanoma; actives 4.1% (n = 81,000); AID 1794761
T-47D: T-47D breast cancer | actives 5% (n = 79,000) | AID 1794792
MDA-MB-231: MDA-MB-231 breast cancer; actives 5% (n = 81,000); AID 1794789
MDA-MB-468: MDA-MB-468 breast cancer; actives 8.5% (n = 78,000); AID 2202374
Active calls of the source: *; / = not tested or not shown; ! = not active in a repeat; [ ] = remark or other dose. The calls were made as follows: active = growth percent below 10; inactive = the rest. Outcome played no part in choosing rows; 12% or so of the library scored in one or more.

The line under a structure holds: MCF7, LOX IMVI, HS 578T, BT-549, SK-MEL-28, T-47D, MDA-MB-231, MDA-MB-468
Clc1ccc(-n2ncc3c(Nc4ccccc4)ncnc32)cc1
 : 89, /, 95, 97, 106, 77, 68, 109
NNC(=O)C1CCCCN1 (stereo not drawn)
 : 101, 101, /, 105, 112, 112, 114, 106
C#CCn1cc(-c2nc3ccccc3[nH]2)c2cccnc21
 : 82, 98, 100, /, 112, 72, 83, 99
CC1CCN(S(=O)(=O)c2ncsc2-c2ccccc2)CC1
 : 72, /, 40, 74, 75, 91, 92, 94
Fc1ccccc1-c1cn2ccnc2c(-c2ccc3ncn(C4CCCCC4)c3c2)n1
 : 89, 94, 95, 96, 111, 23, 79, 72
C[C@@]12Oc3c4c(cc5cc6ccccc6nc35)C[C@H]3C(C5CC5)CC[C@]41[C@@]3(O)CCC2=O (stereo partly drawn)
 : 91, 92, 106, 98, 111, 98, 90, 108
CONc1ccn(C2OC(CO)C(O)C2O)c(=O)n1 (stereo not drawn)
 : 54, 102, 101, 87, 106, 87, 98, 101
c1ccc(NN(Cc2ccncc2)c2ccccc2)cc1
 : 97, 97, 99, 105, 106, 91, 88, 99
CCOc1ccccc1NC(=O)CC1Sc2ccccc2NC1=O (stereo not drawn)
 : 88, 93, 82, 101, 110, 97, 89, 95
N#Cc1cnn(-c2ccc([N+](=O)[O-])cc2[N+](=O)[O-])c1N
 : 94, 95, 113, 107, 115, 90, 105, 101
Cc1ccc(NC(=O)c2sc3nc(C)c(C(=O)c4ccccc4)cc3c2N)cc1
 : 71, 95, 76, 85, 92, 88, 92, 79
Cc1ccc(S(=O)(=O)Nn2c(C)ccc(-c3nc4ccccc4s3)c2=O)cc1
 : 98, 100, 104, 102, 104, 106, 90, 105
COC(=O)[C@H](C)N(C)C(=O)[C@@H]1CSSC[C@@H](NC(=O)c2nc3ccccc3cc2O)C(=O)NCC(=O)N1C
 : 80, 72, 100, 84, 100, 55, 75, 64
CCOC(=O)CCCCN1C(=O)S/C(=C\c2cc(OC)c(OC)c(OC)c2)C1=O
 : 92, 94, 104, 104, 94, 103, 97, 107
CC(=O)N1N=C(c2ccc(C)cc2)CC1c1cn(Cc2ccc(Cl)cc2)c2ccccc12 (stereo not drawn)
 : 78, 94, 76, 79, 90, 44, 86, 77
CCOC(=O)Cc1c[nH]c(=S)[nH]c1=O
 : 102, /, 108, /, 123, 94, 115, 105
COc1ccc(C2Nc3nc(-c4ccccc4)nn3C(N)=C2C#N)cc1 (stereo not drawn)
 : 93, 95, 99, 102, 115, 86, 87, 100
N#Cc1c(Cl)nc(SCC(=O)N2CCN(c3cc4c(cc3F)c(=O)c(C(=O)O)cn4C3CC3)CC2)nc1-c1cccc(Cl)c1
 : 92, 96, 98, 93, 102, 101, 97, 94
Cc1cc(OC(=O)c2ccc(Cl)cc2)nc2[nH]c(=O)sc12
 : 95, 96, 100, 116, 121, 101, 101, 107
CN1CCN(CCCOc2ccc3nc(Nc4ccc(Cl)c(C(F)(F)F)c4)ccc3c2)CC1
 : 27, -84*, 46, 102, /, 77, -13*, 69
Nc1c(C(=O)Nc2ccccc2)cc(-c2nc3ccccc3s2)c(=O)n1NS(=O)(=O)c1ccc(Cl)cc1
 : 84, 96, 100, 116, 108, 86, 84, 103
O=C(CNS(=O)(=O)Cc1ccccc1)NNc1ccccc1
 : 77, /, /, 83, 94, 57, /, 79
COc1cc(NC(=O)CSc2nnc(-c3ccc4nc(-c5ccccc5)[nH]c4c3)o2)cc(OC)c1OC
 : 88, 96, 105, 117, 95, 49, 99, 108
COc1ccc(/C=N/NC(=O)Cn2nc(-c3ccccc3)ccc2=O)cc1OC
 : 89, 92, 95, 106, 119, 88, 97, 100
CC1=C[C@H]2c3c(c(O)c(O)c4oc5c(C)cccc5c(=O)c34)[C@H](c3cc(O)c(O)c4oc5c(C)cccc5c(=O)c34)[C@H]2C(C)(C)C1
 : 9.4*, -86*, -6.1*, 27, 27, 14, 24, 22
COc1ccccc1N1C(N)=NC(N)=NC1(C)C
 : 95, 95, 111, 135, 99, 110, 117, 97
COc1cc(-n2nc(C(=O)NCCCCCC(=O)O)nc2-c2ccccc2)cc(OC)c1OC
 : 95, 100, 93, 102, 110, 90, 96, 100
CN(C)S(=O)(=O)c1ccc([N+](=O)[O-])cc1[N+](=O)[O-]
 : 102, 96, 101, /, 112, 106, 105, 120
CC1=Cc2cc(Br)ccc2OC12Oc1ccc(Br)cc1C=C2C
 : 89, 91, 101, 105, 103, 79, 102, 115
CCOC(=O)C(Cc1ccc(OC)cc1)C(=O)OCC
 : 17, 17, 6.3*, -9.6*, 51, 21, 48, 55
NNc1ncnc2c1ncn2C1OC(CO)C(O)C1O (stereo not drawn)
 : 6.4*, 33, 53, 42, 89, /, 11, 59
O=C(C[C@@H]1C(=O)Nc2ccccc2N1C(=O)c1ccccc1)Nc1ccc(F)cc1
 : 74[100 µM], 86[100 µM], 94[100 µM], 67[100 µM], 103[100 µM], 58[100 µM], 79[100 µM], 69[100 µM]
CC1=C[C@H]2c3c(c(O)c(O)c4oc5cc(O)cc(O)c5c(=O)c34)[C@H](c3cc(O)c(O)c4oc5cc(O)cc(O)c5c(=O)c34)[C@H]2C(C)(C)C1
 : -77*, -100*, -17*, -11*, -23*!, -1.6*, -58*, -26*
COc1ccc2[nH]c(=O)c(C3C4=C(CC(C)(C)CC4=O)Nc4nc(N)nc(N)c43)cc2c1 (stereo not drawn)
 : 98, 102, 100, 107, 99, 89, 92, 109
O=[N+]([O-])c1cccc(-c2ccccc2-c2nc(-c3ccccc3)c(-c3ccccc3)n2C2CC2)c1
 : 38, 57, 86, 83, 94, 38, 61, 58
CCOC(=O)c1cnc2cc(Cl)c(F)cc2c1Nc1cccc(S(=O)(=O)NC)c1
 : 91, 94, 98, 88, 113, 89, 86, 90
CN(C)[C@@H]1C(=O)C(C(=O)NCN2CCCCC2)=C(O)[C@@]2(O)C(=O)C3=C(O)c4c(O)cccc4[C@@](C)(O)[C@H]3C[C@@H]12
 : 102, 100, 112, 97, 108, 105, 98, 101
COc1ccc2nc(NC(=O)CSC(=S)N3CCN(C)CC3)sc2c1
 : 95, 84, /, 106, 107, 88, 99, 108
C1=CC2C(C1)C1CC(OCCOC3CC4CC3C3C=CCC43)C2C1 (stereo not drawn)
 : 96, 92, 106, 95, 100, 89, 104, 99
O=C(O)c1cc(=O)c2cccc(O)c2[nH]1
 : 89, 97, 99, 99, 109, 100, 100, 96
CC(=O)Oc1ccc(/C(C)=N/NC(=O)C(C)SC(C)C(=O)N/N=C(\C)c2ccc(OC(C)=O)cc2)cc1 (stereo not drawn)
 : 104, 98, /, 84, 107, 99, 89, 104
Cc1ccc2nc(N=C(N)N)[nH]c2c1
 : 91, 111, 87, 107, 108, 98, 108, 107
COc1cc(C(=O)c2cc(C(C)=O)c3cccc(C)n23)cc(OC)c1OC
 : 20, 39, 44, 26, 62, 20, 37, 15
CCCCCCN1C(=O)/C(=c2\sc3n(c2=O)C2C(NN=3)N(CC)C(=O)N2CC)c2ccccc21 (stereo not drawn)
 : -10*, -23*, 4.8*, 41, 35, 16, 15, -10*
O=C(NC1=Nc2ccccc2C(=O)NN1)c1ccccc1
 : 87, 97, 91, 106, 100, 97, 92, 98
CC1(C)CC(=O)c2c(nn(-c3ccccc3)c2-c2cn(-c3ccccc3)nc2-c2ccc(Cl)cc2)C1
 : 77, 92, 101, 104, 98, 60, 86, 90
CCOC(=O)c1c(C)nc2c(c1N)/C(=C/c1ccc(OC)cc1)C(=O)N2Cc1ccc(F)cc1
 : -36*, -93*, 55, -86*, -40*, -0.1*, -55*, -16*
CCC1CCCc2ccccc21 (stereo not drawn)
 : 98, 105, /, /, 120, 92, 104, 111
O=C(OCc1ccc2cccc(O)c2n1)N1CCN(C(=O)c2cc3cc(F)ccc3[nH]2)CC1
 : -28*, -92*, -21*, -57*, -91*, -68*, -82*, -59*
COc1cc(-c2noc(C[C@H](CC(C)C)NC(=O)OCc3ccccc3)n2)cc(OC)c1OC
 : 82, 92, 90, 103, 98, 81, 80, 92
NC(=O)N1NC(=O)C(N=Nc2ccc(S(=O)(=O)N=C(N)N)cc2)C1=O (stereo not drawn)
 : 94, 99, 103, 100, 103, 105, 97, 98
Nc1ccnc2cc(Cl)ccc12
 : 93, 98, 98, 99, 96, 99, 94, 100
CCCCCCCCCCCCCCCCCC(=O)NNc1ccccc1
 : 93, 83, /, /, 105, 65, 104, 99
Cn1c(COC(=O)N2CCCCC2)nc2c(N3CCOCC3)nc(Cl)nc21
 : 96, 98, 92, 106, 104, 93, 100, 96
CCOc1ccc(-c2cnnn2-c2nonc2-n2cccc2)cc1
 : 22, 33, /, 41, 38, 49, 4.2*, 11
CCCN(CCC)CC(C)(C)C(O)c1ccc(OC)c2ccccc12 (stereo not drawn)
 : 96, 86, 82, 95, 111, 82, 87, 89
COc1cc2nc(-c3ccc(C(F)(F)F)cc3)cc(OCCCN3CCOCC3)c2cc1OC
 : 44, -82*, 55, 31, 42, 16, 22, 49
Cc1c(S(=O)(=O)O)cc(Br)c(O)c1Br
 : 94, 93, 98, 105, 101, 88, 102, 98
Nc1cc2c(S(=O)(=O)O)cc(S(=O)(=O)O)cc2cc1S(=O)(=O)O
 : 96, 91, /, 96, 111, 84, 102, /
ClCCn1c(CCl)nc2ccc(Cl)cc21
 : -6.5*, 3.0*, -11*, -66*, 43, /, -62*, /
NC(=O)c1cn[nH]c1N
 : 94, 105, 102, 102, 106, 104, 106, 104
CC(C)CCCC(C)C1CCC2C3CC=C4OC(=O)CCC4(C)C3CCC12C (stereo not drawn)
 : 80, 99, 94, /, 104, /, 93, 103
